# Screens from PubChem BioAssay.
# UCHL1 block – human UCHL1 deubiquitinase inhibition; P09936; purified UCHL1, Ub-rhodamine cleavage fluorescence; inhibition, % at 20 µM; hit rate 0.2% among 47,000; AID 1645859
# USP28 block – human USP28 deubiquitinase inhibition. Q96RU2. purified USP28, Ub-rhodamine cleavage fluorescence, 30 min. inhibition, % at 25 µM. hit rate 3% among 47,000. AID 1645857
# USP30 block – human USP30 deubiquitinase inhibition; Q70CQ3; purified USP30, Ub-rhodamine cleavage fluorescence; inhibition, % at 25 µM; hit rate 5.3% among 47,000
# Target sequence (Q70CQ3 whole entry, looked up): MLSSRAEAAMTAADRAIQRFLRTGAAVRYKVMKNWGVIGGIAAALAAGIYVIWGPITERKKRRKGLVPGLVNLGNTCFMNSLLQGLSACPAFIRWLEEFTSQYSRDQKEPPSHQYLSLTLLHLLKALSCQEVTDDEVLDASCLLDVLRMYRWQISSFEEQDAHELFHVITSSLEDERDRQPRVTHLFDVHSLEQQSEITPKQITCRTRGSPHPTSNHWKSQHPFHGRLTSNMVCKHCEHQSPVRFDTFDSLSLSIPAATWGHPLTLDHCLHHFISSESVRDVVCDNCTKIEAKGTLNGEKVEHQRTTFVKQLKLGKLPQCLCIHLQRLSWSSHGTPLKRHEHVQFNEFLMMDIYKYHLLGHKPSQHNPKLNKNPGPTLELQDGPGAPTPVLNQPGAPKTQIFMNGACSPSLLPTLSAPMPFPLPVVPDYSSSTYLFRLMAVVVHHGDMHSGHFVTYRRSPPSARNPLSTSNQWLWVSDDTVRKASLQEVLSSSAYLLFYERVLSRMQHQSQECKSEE
# USP7 block – human USP7 deubiquitinase inhibition. Q93009. purified USP7, Ub-rhodamine cleavage fluorescence. inhibition, % at 20 µM. hit rate 0.3% among 47,000
# USP10 inh – blocks human USP10 ubiquitin-rhodamine cleavage; Q14694; purified USP10, Ub-rhodamine fluorescence, 60 min; inhibition, % at 20 µM; hit rate 1.1% among 47,000; AID 1645856
# USP17 block – human USP17-like deubiquitinase inhibition | A8MUK1 | purified USP17, Ub-rhodamine cleavage fluorescence, 3 h | inhibition, % at 50 µM | hit rate 6.5% among 47,000 | AID 1645855
# Target sequence (A8MUK1 whole entry, looked up): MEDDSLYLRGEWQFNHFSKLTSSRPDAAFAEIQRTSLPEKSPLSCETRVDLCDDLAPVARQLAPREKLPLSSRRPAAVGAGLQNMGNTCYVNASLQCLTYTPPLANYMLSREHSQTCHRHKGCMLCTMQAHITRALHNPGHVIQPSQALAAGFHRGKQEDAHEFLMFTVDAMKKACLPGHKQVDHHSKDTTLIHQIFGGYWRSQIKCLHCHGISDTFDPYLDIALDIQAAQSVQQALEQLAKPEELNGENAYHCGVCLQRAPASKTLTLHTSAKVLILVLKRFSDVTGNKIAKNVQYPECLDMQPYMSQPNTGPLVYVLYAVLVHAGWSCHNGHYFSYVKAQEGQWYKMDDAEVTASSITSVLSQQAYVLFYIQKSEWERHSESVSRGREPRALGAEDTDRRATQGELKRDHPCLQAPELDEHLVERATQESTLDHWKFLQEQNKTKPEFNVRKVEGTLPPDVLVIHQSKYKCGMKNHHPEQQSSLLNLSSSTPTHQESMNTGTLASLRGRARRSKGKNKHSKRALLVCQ
# OTUD3 block – blocks human OTUD3 ubiquitin-rhodamine cleavage. Q5T2D3. purified OTUD3, Ub-rhodamine fluorescence, 2 h. inhibition, % at 25 µM. hit rate 0.7% among 47,000. AID 1645858
# USP8 inh – human USP8 deubiquitinase inhibition | P40818 | purified USP8, Ub-rhodamine cleavage fluorescence, 30 min | inhibition, % at 20 µM | hit rate 4.2% among 47,000
# An asterisk follows results filed as active; i = inactive; x = no result given. No stated cut-off is given here; in the data, active means inhibition above about 30%; inactive means the rest.
SMILES,UCHL1 block,USP28 block,USP30 block,USP7 block,USP10 inh,USP17 block,OTUD3 block,USP8 inh
COc1ccc(NC(=O)Nc2ccc3nc(C)sc3c2)cc1,-1,5,-7,1,-3,-8,2,1
Cc1noc(-c2cccnc2N2CCCN(Cc3ccc(F)cc3)CC2)n1,2,8,16,-13,0,-1,6,-1
CC(NC(=O)C1CCC(CNS(=O)(=O)c2ccc3c(c2)C(C)(C)C(=O)N3C)CC1)c1ccccc1 (centres undefined),0,3,2,1,2,-14,0,-11
NS(=O)(=O)c1ccc(CCNc2nccn(-c3ccc4c(c3)OCO4)c2=O)cc1,-5,-5,-17,-2,-3,-20,-21,-12
NS(=O)(=O)c1cccc(NC(=O)CNCC2CCCO2)c1 (centres undefined),0,-2,0,4,1,1,2,-6
O=C(NCCNc1ncnc2sc3c(c12)CCCC3)c1ccco1,-3,-8,-11,0,-1,-2,-9,-3
CC1=C(Cn2c3cccc(=O)c-3nc3ccccc32)CCC(C)(C)C1,62*,74*,20,35*,58*,78*,74*,59*
O=C(CCn1cnc2ccccc21)N1C[C@@H](O)[C@H](N2CCOCC2)C1,1,x,x,2,0,8,3,1
Nc1c(-c2ccccn2)nsc1C(=O)N1CCN(c2ccccn2)CC1,0,-6,21,-13,5,5,0,-14
CCCc1cc(C2CCCN2C(=O)c2cc(-c3ccco3)on2)no1 (centres undefined),3,4,-36,0,-8,47*,14,-10

# Record cards (already shown).
# Shown for `O=C(NCCNc1ncnc2sc3c(c12)CCCC3)c1ccco1` : UCHL1 block = -3; USP28 block = -8; USP30 block = -11; USP7 block = 0; USP10 inh = -1; USP17 block = -2; OTUD3 block = -9; USP8 inh = -3
# Shown for `O=C(CCn1cnc2ccccc21)N1C[C@@H](O)[C@H](N2CCOCC2)C1` : UCHL1 block = 1; USP28 block = x; USP30 block = x; USP7 block = 2; USP10 inh = 0; USP17 block = 8; OTUD3 block = 3; USP8 inh = 1

# (list continues)
SMILES,UCHL1 block,USP28 block,USP30 block,USP7 block,USP10 inh,USP17 block,OTUD3 block,USP8 inh
Cc1ccc(C)c(NC(=O)CN2CC[C@@]3(O)CCCC[C@H]3C2c2ccc(F)cc2)c1 (some centres undefined),-3,-17,-77,-1,-9,-21,-10,-11
Cc1ccc(NC(=O)c2ccc3c(c2)N(C)CCS3)cc1,2,x,x,0,1,9,8,-4
COc1ccccc1NC(=O)C1CCCN(c2cnc3nccnc3c2)C1 (centres undefined),-38,-110,-383,-40,-5,-139,-89,-112
COc1ccccc1OCC(=O)N1CCC(c2nc3ccccc3cc2C(N)=O)CC1,4,15,34*,7,0,8,9,9
CC(C)Cn1c(=O)c(N2CCN(C(=O)Nc3ccc(Cl)cc3)CC2)nc2ccncc21,-3,0,1,1,1,-5,2,-11
Cc1cnc(NC(=O)c2ccccc2F)s1,-2,x,x,-6,-1,-8,-2,0
CN1C[C@H]2C3(CCN(S(=O)(=O)c4ccccc4)CC3)CC[C@@]2(C(=O)N(C)C)C1,-2,-3,10,0,0,-2,1,-16
Cc1ccc(C)c(C2CC(=O)Nc3c2c(C)nn3-c2nc3ccccc3s2)c1 (centres undefined),-1,-12,-17,0,3,21,-10,5
COc1ccc(CC(=O)N2CC(=O)Nc3ccc(Br)cc3C2c2ccccc2)cc1OC (centres undefined),2,5,-32,0,-1,6,7,16
Fc1cnc(N2CCC3(CCCN(c4ncccn4)C3)C2)nc1 (centres undefined),-5,-8,-12,-4,1,-25,-6,-69
O=C(c1ccc(N2C(=O)CCS2(=O)=O)cc1Cl)N1CCN(Cc2ccccc2)CC1,0,-9,-11,-7,0,-6,-4,-6
CCCc1ccc(S(=O)(=O)N2CCC(N3CCOCC3)CC2)cc1,2,14,24,-1,0,20,7,7
COC(=O)N1CCn2c(c(C(=O)Nc3ccccc3)c3cccnc32)C1,-2,-7,-38,-1,-1,-5,-7,9
Cc1c(NC(=O)Cc2cccs2)cccc1-n1cnnn1,0,-6,-22,2,-3,24,-2,51*
Cc1ccc(S(=O)(=O)N2CC3CN(C(=O)CNC(=O)c4ccccc4)CC(C2)O3)cc1,0,-5,-4,0,2,-2,-1,-2
CC(=O)Nc1ccc(-n2cnc(C(=O)N3CCN(c4cccc(C)c4)CC3)c2)nc1,-2,-8,-6,-1,-5,-8,0,-6
CN1CC2(COc3ccccc31)CN(C(=O)C1CCOCC1)CCO2 (centres undefined),6,3,17,3,1,12,10,2
COC(=O)C1CCN(C(=O)CC[C@H]2CNC(=O)[C@@H]3[C@@H](CCN3Cc3cccc(Cl)c3)N2C)CC1,-1,-8,1,-1,-2,-12,-3,0
Cc1cc(=O)[nH]c2c1c(C1CC1)nn2-c1ccccc1,-4,-7,-1,-1,-2,-8,-16,-1
Nc1nc(N2CCCC2)ncc1C(=O)NCc1ccccc1,0,6,23,0,4,-9,-1,4
Cn1c(CN2CCCCCC2)nc2cc(NC(=O)c3ccccc3)ccc21,6,0,-67,-2,-1,51*,-8,20
CC(=O)c1c[nH]c(C(=O)N2CCN(Cc3ccccc3)CC2)c1,-2,-9,-18,0,-6,-8,4,11
O=C(c1c2c(NCc3cccnc3)ncnc2n2ccccc12)N1CCCC1,-76,-72,-459,-99,-3,-37,-75,30
Cc1oc2nc[nH]c(=O)c2c1C(=O)OC(C)C(=O)NC1CCCCC1 (centres undefined),0,x,x,3,0,0,2,-2
CC(C)C(=O)N1CCC2(CCN(Cc3ccc(Cl)cc3)C2)C1 (centres undefined),0,0,-7,0,-2,1,10,-2
O=C(/C=C/c1ccc(Cl)cc1)Nc1ccc2c(c1)OCCO2,-1,35*,12,4,2,18,-4,-9
Cc1[nH]ncc1C(=O)N1CCC(c2cccc(-n3ccnc3C(C)C)n2)CC1,2,4,14,2,1,8,3,9
CNc1nc(C)nc2c1oc1ccccc12,1,x,x,6,2,13,3,-1
O=C(Cn1cc(S(=O)(=O)Cc2ccccc2F)c2ccccc21)N1CCCCC1,-2,-5,-12,-7,0,-16,-7,4
COc1ccc(N2CCN(c3nccc4ccc(C(=O)Nc5ccc(OC)c(OC)c5)cc34)CC2)cc1,5,-11,-21,10,-1,-5,2,-3
Cn1c(=O)c2ccc(C3CCCCN3C(=O)c3cccnc3)nc2n(C)c1=O (centres undefined),-1,-2,-12,-1,1,3,-1,7
C[C@H](NC(=O)c1cc2c(cn1)[nH]c1ccccc12)C(=O)O,-2,x,x,x,-4,-24,0,-9
Cc1sc(NC(=O)c2ccccn2)nc1-c1ccc2c(c1)CCN2C(=O)C(C)C,1,-10,-43,-4,-3,-11,-13,-6
Cc1ccc(C(=O)CSc2nc3cc(S(=O)(=O)N4CCOCC4)ccc3o2)cc1,0,4,5,2,7,-8,-4,-29
COc1ccc(C(=O)N2CCC(c3ccnc4ncnn34)CC2)cc1Cn1nc(C)cc1C,-6,-1,1,-5,-3,-6,0,-22
O=C(c1cc(-c2ccc(Cl)cc2)nc2ccccc12)N1CCN(c2ncccn2)CC1,0,-8,-51,-7,-1,-51,-9,-217
CC1CCC(NC(=O)C2CCC(CNS(=O)(=O)c3ccc4c(c3)C(C)(C)C(=O)N4C)CC2)CC1 (centres undefined),-2,-13,-3,0,-4,-5,-8,-15
COC1C(OC(N)=O)C(O)C(Oc2ccc3c(O)c(NC(=O)c4ccc(O)c(CC=C(C)C)c4)c(=O)oc3c2C)OC1(C)C (centres undefined),1,5,9,4,6,5,0,3
Cc1ccc(S(=O)(=O)Cc2noc(CCC(=O)N3CCOCC3)n2)cc1,-3,5,14,4,-2,x,9,10
N#Cc1cccc(S(=O)(=O)N2CCC3(CC2)OC(=O)Nc2ccccc23)c1,2,-1,-2,3,-5,14,-3,11
COc1cccc(Cn2c(=O)n(-c3cccc(Cl)c3)c(=O)c3c2c2cc(OC)ccc2n3C)c1,1,5,22,5,3,7,4,10
Cc1nnc2ccc(-c3noc(Cc4cccc(F)c4)n3)cn12,0,10,-2,-2,-1,x,-4,-5
Cc1sc(NC(=O)CN2CCCCCC2)nc1-c1ccc2c(c1)CCN2C(=O)C(C)C,0,0,-18,-13,-7,21,-2,-63
COc1ccc(CCNC(=O)c2cccc(-n3cnc4cccnc43)c2)cc1OC,-2,9,-4,2,-2,-1,0,0
CN1CCOCC2(CCCN(C(=O)c3ccc(F)cc3)C2)C1 (centres undefined),-2,-9,-1,2,0,-6,0,1
Cc1cc(C)n(CC(=O)c2ccc(Cl)cc2)n1,0,2,16,0,2,10,5,3
CN(C(=O)c1noc2c1CCCCC2)c1ccccc1F,1,x,x,0,2,10,0,4
Cc1ccc(OCC(=O)N2CC[C@@H]3CN(CCC(C)C)S(=O)(=O)[C@@H]3CC2)cc1,0,2,16,-3,-3,3,6,0
CC(=O)c1oc2nc3c(c(-c4ccc(Cl)cc4)c2c1N)CCc1ccccc1-3,18,9,-158,-110,-5,38*,37*,65*
CN1CCN(c2ccc3nnc(CCC(=O)N4CCC(Cc5ccccc5)CC4)n3n2)CC1,-3,-10,8,-1,-1,-4,-8,1
# Continued:
SMILES,UCHL1 block,USP28 block,USP30 block,USP7 block,USP10 inh,USP17 block,OTUD3 block,USP8 inh
CCc1nc2sc(C)nn2c1S(=O)(=O)Nc1ccccc1F,1,8,12,6,0,11,7,-1
NC(=O)CSc1ccc(N2CCN(c3ccc(F)cc3)CC2)nn1,3,3,i,2,0,10,-1,20
CC(O)CN(CC(C)O)c1ncnc2c1sc1nc(-c3ccco3)c3c(c12)CC(C)(C)OC3 (centres undefined),-3,-5,-76,0,-4,-29,-27,-6
Cc1ccc(N(CC(=O)NC2CCCCC2)C(=O)c2ccc3c(c2)OCCO3)cc1,0,6,13,-7,1,-2,-1,-1
CCSc1ncc2c(=O)n(CC(=O)Nc3cccc(CC)c3)cnc2n1,-6,-22,-37,-12,-6,3,-20,-19
Cc1cnc(N2CC[C@@H]3[C@@H](CO[C@H]3CN(C)Cc3ccco3)C2)nc1,-2,-9,-21,-1,-2,-23,0,-6
CC1=C(C(=O)Nc2c(C)cc(C)cc2C)C2(CCC(C)CC2)OC1=O (centres undefined),-2,-8,-14,-6,-1,34*,-4,-10
Cc1nnc2n1CCN(C(=O)c1cc(-c3ccccc3)n[nH]1)C2,3,6,13,2,0,10,6,5
Cc1nc(N2CCN(C)CC2)ncc1C(=O)NCc1ccc2c(c1)OCO2,0,3,3,8,0,-4,7,-48
O=C(c1cc(-c2ccn(C3CCCC3)n2)n2ccccc12)N1CCC(O)CC1,-9,-49,-330,-26,-13,-84,-76,-54
COc1ccccc1NS(=O)(=O)c1ccc(C(=O)NCc2ccc(S(N)(=O)=O)cc2)cc1,4,16,10,4,3,14,8,10
CCCCCC1OC(=O)c2c(C)cccc2Oc2ccc(O)c(CO)c2/C=C/C1O (centres undefined),14,47*,19,-15,12,23,20,12
CC(C)Cc1nc(SCC(=O)Nc2ccc3c(c2)OCO3)c2c(=O)n(C)c(=O)n(C)c2n1,1,9,16,4,4,16,2,14
CC(=O)c1ccc(N2CCN(C(=O)c3ccc(-c4noc(C)n4)cc3)CC2)cc1,0,0,1,2,-6,0,0,5
Cc1cccc(C(=O)N2CCC[C@]3(C[C@@H](Oc4ccc(F)cc4)CO3)C2)n1,0,7,26,5,-3,15,8,25
CC(=O)N1CCCCCC1C1CCN(c2ncnc3sccc23)CC1 (centres undefined),-1,-13,-24,0,-4,-1,-7,-18
O=C(NC1CCCN(c2cc(N3CCCC3)ncn2)C1)c1ccco1 (centres undefined),0,-6,-15,3,-2,-7,-4,-3
Cc1nnc(-c2cnn(C)c2N)n1CC1CCCO1 (centres undefined),-4,-13,-6,-1,0,-1,-2,-1
NC(=O)c1c(NC(=O)c2cc(-c3ccccc3Cl)nc3ccccc23)sc2c1CCCCC2,-15,-120,i,-9,-1,-145,-108,-136
COc1ccc(Cl)cc1C(=O)Nc1cc(C(F)(F)F)ccc1-n1cncn1,7,8,0,-23,6,3,1,4
Cc1cc(-c2ncc[nH]2)nc(C2CCCN2Cc2scnc2C)n1 (centres undefined),2,-3,5,8,-3,-4,8,-22

# Molecules shown so far containing a furan ring, fused or not (8):
SMILES,UCHL1 block,USP28 block,USP30 block,USP7 block,USP10 inh,USP17 block,OTUD3 block,USP8 inh
O=C(NCCNc1ncnc2sc3c(c12)CCCC3)c1ccco1,-3,-8,-11,0,-1,-2,-9,-3
CCCc1cc(C2CCCN2C(=O)c2cc(-c3ccco3)on2)no1 (centres undefined),3,4,-36,0,-8,47*,14,-10
Cc1oc2nc[nH]c(=O)c2c1C(=O)OC(C)C(=O)NC1CCCCC1 (centres undefined),0,x,x,3,0,0,2,-2
CNc1nc(C)nc2c1oc1ccccc12,1,x,x,6,2,13,3,-1
CC(=O)c1oc2nc3c(c(-c4ccc(Cl)cc4)c2c1N)CCc1ccccc1-3,18,9,-158,-110,-5,38*,37*,65*
CC(O)CN(CC(C)O)c1ncnc2c1sc1nc(-c3ccco3)c3c(c12)CC(C)(C)OC3 (centres undefined),-3,-5,-76,0,-4,-29,-27,-6
Cc1cnc(N2CC[C@@H]3[C@@H](CO[C@H]3CN(C)Cc3ccco3)C2)nc1,-2,-9,-21,-1,-2,-23,0,-6
O=C(NC1CCCN(c2cc(N3CCCC3)ncn2)C1)c1ccco1 (centres undefined),0,-6,-15,3,-2,-7,-4,-3
